Sm TGR inh: qHTS Assay for the Inhibitors of Schistosoma Mansoni Peroxiredoxins | 360,000 compounds, 3% hits | purified TGR, DTNB reduction, TNB absorbance 405 nm | Potency, µM (highest dose often 114 µM), for the others: top-dose activity change, negative = inhibition, most hits filed as inhibitors | Schistosoma mansoni thioredoxin glutathione reductase (TGR), Q962Y6 | AID 485364, 2010; further: potency means the concentration at half of the fitted maximal effect; on the % scale 0 is the no-effect control and ±100 the full control effect; nearly all actives have a fitted effect of over 60% in size
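TGR 20 nM + NADPH 100 uM (dispensed conc.), cpd preinc 15 min RT; start with NADPH (500 uM addition) then DTNB (15 mM addition). Kinetic TNB absorbance, 405 nm filter. Four-parameter Hill fit across titration.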
Pf growth 48h: Primary qHTS for delayed death inhibitors of the malarial parasite plastid, 48 hour incubation. P. falciparum luciferase growth in erythrocytes, 48 h. Potency, µM (series often up to 28.7 µM), for the others: at the top dose activity change, negative = inhibition, actives largely listed as inhibitors. 310,000 compounds, 5.9% hits; further: potency means the concentration at half of the fitted maximal effect; on the % scale 0 is the no-effect control and ±100 the full control effect
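First compound was added to culture medium, then infected red cells at 0.1% parasitemia and 2% hematocrit (final). After incubation at 37 C under 5% CO2, luciferase detection reagent was dispensed and light output recorded.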
Giardia FBPA inh: qHTS Assay for Inhibitors of Fructose-1,6-bisphosphate Aldolase from Giardia Lamblia. A8B2U2. purified Giardia FBPA. Potency, µM (doses to about 59.6 µM), for the others: top-dose activity, negative = inhibition, actives largely listed as inhibitors. 290,000 compounds, 0.71% hits. AID 2451, 2010; further: potency means the concentration at half of the fitted maximal effect; on the % scale 0 is the no-effect control and ±100 the full control effect; nearly all actives have a fitted effect of over 55% in size
Target sequence (A8B2U2 whole entry, looked up): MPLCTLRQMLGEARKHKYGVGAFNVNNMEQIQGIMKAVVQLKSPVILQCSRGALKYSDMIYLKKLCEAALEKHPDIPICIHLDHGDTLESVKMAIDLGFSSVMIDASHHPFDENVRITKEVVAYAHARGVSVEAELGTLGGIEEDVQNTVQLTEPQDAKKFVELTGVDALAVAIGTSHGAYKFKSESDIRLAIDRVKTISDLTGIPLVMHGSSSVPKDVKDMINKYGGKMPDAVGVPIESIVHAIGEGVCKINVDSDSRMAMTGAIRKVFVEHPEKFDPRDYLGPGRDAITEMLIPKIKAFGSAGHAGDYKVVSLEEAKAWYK
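Giardia FBPA (40 nM reagent) was preincubated 10 min at RT with compound (up to 57.5 uM final), then substrate plus GAPDH/TPI/NAD/arsenate coupling system with diaphorase/resazurin was added; resorufin fluorescence (525/598 nm) was read after 20 min.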
CHX counter: Cycloheximide Counterscreen for Small Molecule Inhibitors of Shiga Toxin; cell reporter, cycloheximide protein synthesis inhibition counterscreen; max response, %; 300,000 compounds, 12% hits; AID 2314, 2010; in the data active means max response mostly above about 13%, no sharp cut-off; inactive means mostly below about 14%; further: read at 38.3 µM for the half of the compounds with a filed dose; 0% is about no effect
Shiga inhibitor: A qHTS for Small Molecule Inhibitors of Shiga Toxin | Vero cells, Shiga toxin protein synthesis inhibition reporter | inhibition, % at 38.7 µM | 290,000 compounds, 9.2% hits | AID 2315, 2010; in the data active means inhibition mostly above about 28%, no sharp cut-off; inactive means mostly below about 43%; further: 0% is about no effect
Pf growth 96h: Primary qHTS for delayed death inhibitors of the malarial parasite plastid, 96 hour incubation | P. falciparum luciferase reporter growth, 96 h | Potency, µM (series often up to 28.7 µM), for the others: top-dose activity change, negative = inhibition, usual class: inhibitors | 320,000 compounds, 6.9% hits; further: potency means the concentration at half of the fitted maximal effect; on the % scale 0 is the no-effect control and ±100 the full control effect
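Delayed-death screen, second-generation endpoint: infected erythrocytes, 2% hematocrit, 0.05% parasitemia final; 96 hours at 37 C, 5% CO2; luciferase detection reagent; luminescence decrease equals reduced growth.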
Starred values were filed as active, the others as inactive; ? = inconclusive; · = no result given; & = joins results of further samples; [ ] = another dose, or the depositor's remark. Unless noted, the call rests on the fitted dose curve; in most records, active means well fitted curve in the direction sought with a large enough effect; inconclusive means small, poorly fitted or top-dose-only effect, or another doubt; inactive means no such curve, though single readings can be large; an effect the other way counts as inactive or inconclusive.

SMILES | Sm TGR inh | Pf growth 48h | Giardia FBPA inh | CHX counter | Shiga inhibitor | Pf growth 96h
Cc1nc2ccccc2c(=O)n1-c1cc([N+](=O)[O-])cc([N+](=O)[O-])c1 | 38.7%[activator] | -49.1% | -4.1% | -2.3 | -3.4 | -16.8%
Cn1ccnc1SCC(=O)Nc1nc2c(F)c(F)c(F)cc2s1 | 11.5% | 25.5% | 2.4% | -1.0 | 8.5 | 18.3%
CCc1cccc(NS(=O)(=O)c2ccc3c(c2)N(C)CCO3)c1 | -1.9% | -2.0% | · | 2.3 | -6.0 | -19.6%
Cc1ccc(C)c(NC(=O)c2nnn(Cc3ccccc3)c2N)c1 | 4.7% | ? | -3.0% | -1.4 | -22.9 | 1.2%
OC1(c2ccc3ccccc3c2)CCN(Cc2ccccc2)C1 (stereo unspecified) | -4.3% | ? | -12.4% | 33.4 | 28.4 | -14.0%
Cc1ccc2c(c1)C1CN(C)CCC1N2C(=S)NC(=O)c1ccc(Cl)cc1Cl (stereo unspecified) | -1.1% | ? | -19.1% | -1.9 | -3.0 | 5.86µM*
O=C(COC(=O)/C=C/c1ccc(OC(F)F)cc1)NC(=O)NCc1ccccc1 | 3.5% | -21.7% | · | · | · | -8.1%
COc1ccc(-n2nc(C(=O)NCC(=O)N3CCC(C)CC3)c3ccccc3c2=O)cc1 | 1.2% | ? | 2.3% | 32.7* | 47.8* | 50.7%[activator]
CC1=CSC2=NS(=O)(=O)CCN12 | -16.1% | 5.8% | -1.0% | -1.0 | -7.4 | 22.4%
CCN(CC(=O)Nc1c(F)cccc1F)C(=O)Cc1ccc(OC)c(S(=O)(=O)N2CCOCC2)c1 | -1.8% | -1.8% | · | · | · | 0.1%
O=C(NCCc1cccnc1)c1cc(COc2ccc(F)cc2F)on1 | -6.9% | -4.3% | 15.0% | 10.5 | 4.8 | 6.1%
CCc1nccn1CCC(=O)N1CCCC(N2CCN(c3cccc(Cl)c3)CC2)C1 (stereo unspecified) | -0.9% | -12.2% | · | 31.1* | 49.0* | 36.9%[activator]
C#Cc1ccc([C@@H]2C=C(C(=O)NCc3ccccc3)O[C@H](OCc3ccc(CO)cc3)C2)cc1 | ? | ? | -19.0% | -1.5 | -10.0 | ?
O=c1c2ccccc2nnn1CSc1ccccc1F | -17.3% | 289.6%[activator] | -2.8% | 63.1* | 55.3* | 358.7%[activator]
NS(=O)(=O)c1ccc(NNC(=O)c2cccs2)cc1 | 1.7% | 22.8% | 2.0% | -2.0 | -11.4 | 29.7%
O=C(O)C1(c2ccccc2)CCN(S(=O)(=O)c2ccc(F)c(F)c2)CC1 | -5.7% | 16.4% | -3.0% | -1.0 | -17.6 | 4.1%
CCOC(=O)c1c(C)[nH]c(C(=O)COC(=O)CSC)c1C | -7.6% | · | -0.1% | -2.2 | 2.1 | -17.1%
Cc1ccc(NC(=O)c2cc3c(s2)CCCC3)cc1S(=O)(=O)Nc1ccccc1Cl | -9.9% | 18.7% | 2.2% | 1.0 | 8.1 | -23.2%
COc1ccc(C(=O)CSC#N)cc1OC | ? | 11.6% | -1.9% | 1.7 | 30.5 | 24.5%
Cn1cc(C(=O)OCC(=O)NC2CCCCC2)c2ccccc21 | -2.4% | -8.1% | · | · | · | -16.5%

Entries from the list above that contain two or more sulfur atoms (4):
SMILES | Sm TGR inh | Pf growth 48h | Giardia FBPA inh | CHX counter | Shiga inhibitor | Pf growth 96h
Cn1ccnc1SCC(=O)Nc1nc2c(F)c(F)c(F)cc2s1 | 11.5% | 25.5% | 2.4% | -1.0 | 8.5 | 18.3%
CC1=CSC2=NS(=O)(=O)CCN12 | -16.1% | 5.8% | -1.0% | -1.0 | -7.4 | 22.4%
NS(=O)(=O)c1ccc(NNC(=O)c2cccs2)cc1 | 1.7% | 22.8% | 2.0% | -2.0 | -11.4 | 29.7%
Cc1ccc(NC(=O)c2cc3c(s2)CCCC3)cc1S(=O)(=O)Nc1ccccc1Cl | -9.9% | 18.7% | 2.2% | 1.0 | 8.1 | -23.2%

Further results.
SMILES | Sm TGR inh | Pf growth 48h | Giardia FBPA inh | CHX counter | Shiga inhibitor | Pf growth 96h
CCC(=O)N1c2ccc(S(=O)(=O)NCc3ccccc3)cc2CC1C (stereo unspecified) | 0.2% | 24.7% | 20.3% | 36.4* | 19.0 | 36.3%[activator]
COc1ccc(NC(=O)CCC(=O)N(Cc2ccc(OC)c(OC)c2)c2nccs2)c(OC)c1 | 4.2%[57.1 µM] | 7.3% | -1.6% | -2.4 | -16.1 | 2.94µM*
N#CCC(=O)Nc1ccc(C(=O)OCC(=O)C23CC4CC(CC(C4)C2)C3)cc1 | 2.5% | 13.1µM* | · | · | · | ?
CC(=O)Nc1ccc(N2C(=O)CC(N3CCSCC3)C2=O)cc1 (stereo unspecified) | · | 26.8% | 3.5% | -2.2 | 16.1 | -1.8%
Cc1ncc([N+](=O)[O-])n1CC(=O)Nc1ccccc1F | -20.2% | 28.2% | 3.5% | -1.8 | -5.5 | ?
CCC(=O)N1CCc2cc(S(=O)(=O)CCC(=O)NCc3ccco3)ccc21 | -17.5% | -15.6% | 5.3% | -2.0 | -5.1 | ?
COC(=O)[C@@]1(Cc2ccc(OC)cc2)[C@H]2c3cc(C(=O)N4CCCC4)n(Cc4ccc(OC)c(OC)c4)c3C[C@H]2CN1C(=O)c1ccccc1 | -22.0% | ? | -9.0%&-10.9% | -1.9 | -14.3 | 1.47µM*
O=C(COC(=O)CN1C(=O)C2CCCCC2C1=O)Nc1c(Cl)cccc1Cl (stereo unspecified) | -9.0% | -6.4% | · | · | · | 32.8%[activator]
CC(C)c1ccc(N2CCN(C(=O)c3ccccc3NC(=O)/C=C\C(=O)O)CC2)cc1 | 39.8µM* | -11.4% | -2.5% | 1.2 | 10.0 | ·
O=P(Cc1ccncc1)(c1ccccc1)c1ccccc1 | 2.1% | · | 4.0% | -1.4 | 7.7 | 129.7%[activator]
CCOC(=O)C1CCN(C(=O)c2c(C)oc3c2C(=O)c2ccccc2C3=O)CC1 | -25.4% | 0.415µM* | ? | 4.2 | 14.7 | 0.294µM*
CCCn1c(SCC(=O)NNC(=O)c2ccc(C)cc2)nnc1C(C)C | 6.4% | 18.9% | · | 10.2 | -9.9 | 1.4%
CCOC(=O)c1cnc2c(C#N)cnn2c1N | -8.1% | 25.4% | -1.0% | -1.3 | 2.4 | -11.1%
Cn1c(=O)c2ncn(CC(=O)NCCOCc3ccccc3Cl)c2n(C)c1=O | -4.0% | -7.0% | 5.1% | -1.6 | 1.9 | -10.4%
C=CCn1c(-c2ccc(OC)cc2)nc2ccccc21 | 3.8% | 1.8% | -14.5% | 35.5* | 30.3* | 0.2%
Cc1ccc(Nc2ccc([N+](=O)[O-])cn2)cc1Cl | 4.8% | ? | 0.8% | 26.8* | 45.7* | -7.8%
CN(C)S(=O)(=O)c1ccc(NC(=O)c2ccc(Br)o2)cc1 | -23.6% | · | -5.7% | 27.7 | -3.6 | -23.9%
CN(C)c1ccc(C(=O)c2ccccc2)cc1 | -2.4% | · | 11.1% | 26.2* | 41.0 | 133.3%[activator]
CCOC(=O)C[n+]1ccc2c([nH]c3ccccc32)c1C | 0.9% | -21.5% | -0.8% | -2.6 | · | 10.4µM*
COc1cccc(-c2nnc(NC(=O)c3cccs3)s2)c1 | 0.2% | 39.8%[activator] | 5.9% | 11.6 | 14.1 | 15.3%
COc1ccc(C2Nc3ccccc3C(=O)N2c2ccc(F)cc2)cc1Cn1nnc2ccccc21 (stereo unspecified) | -15.2% | 6.57µM* | -0.9% | 2.3 | -5.4 | 9.28µM*
CCOC(=O)c1sc2nc(C)nc(SCC(=O)NC3CCS(=O)(=O)C3)c2c1C (stereo unspecified) | 8.4% | -19.9% | 4.9% | 6.3 | 11.0 | ?
O=C(CSc1nnc(-c2ccncc2)n1-c1ccc(F)cc1)NNC(=O)c1cccc(O)c1 | -1.2% | 13.9% | 7.5% | 7.7 | -10.3 | 8.5%
COc1cccc(-c2ccc3ncnc(NCc4ccc5c(c4)OCO5)c3c2)c1 | -0.7% | 9.28µM* | · | · | · | 7.38µM*
COc1ccc([C@H]2CC(=O)C=C(c3ccc(Cl)cc3C)C2)cc1 | 2.9% | -13.0% | · | · | · | -1.6%
COc1ccc(-n2ncc3c2CC(C)(C)CC3NC(=O)CCc2c(C)nn(C)c2C)cc1 (stereo unspecified) | 0.3% | -1.2% | · | 0.6 | -7.5 | 10.4µM*
COCCn1c(SCC(=O)Nc2cccc(S(N)(=O)=O)c2)nc2cc(Cl)ccc2c1=O | -7.8% | ? | 3.4% | 3.2 | -9.7 | ?
CC(=O)c1c(N2CCN(Cc3ccccc3)CC2)[nH]c(-c2ccccc2)nc1=S | -10.6% | 4.65µM* | ? | -3.9 | -9.3 | -100.9%
O=C(CC1SC(=Nc2ccc(OC(F)F)cc2)N(CCC2=CCCCC2)C1=O)Nc1ccccc1F (stereo unspecified) | -5.7% | 10.4µM* | -11.6% | 14.5 | 24.1 | 2.62µM*
COC(=O)c1ccc(NC(=O)c2nc(S(=O)(=O)Cc3cccc(C)c3)ncc2Cl)cc1 | 6.31µM* | 17.6% | -4.6% | 13.2 | 24.8 | -19.0%
CCCOc1ccc(-c2c(=O)n(O)c3ccccc3[n+]2[O-])cc1 | -27.9% | 31.3%[activator] | -19.8% | 29.5* | · | 0.0%
Brc1cnc(N2CCCCC2)nc1N1CCOCC1 | -3.5% | · | -1.1% | -2.5 | -6.5 | 25.7%
Cc1noc(C)c1COc1ccc(C(=O)OCC(=O)N2CC3(C)CC2CC(C)(C)C3)cc1 (stereo unspecified) | 6.8% | ? | 0.0% | -4.9 | -16.2 | ·
C/C(=N\NC(=O)c1ccccc1C)c1cccc([N+](=O)[O-])c1 | 5.3% | · | -18.9% | 9.5 | 9.8 | -17.1%
O=C(c1ccc(N2CCCC2=O)cc1)N1CCN(c2ccc(Cl)cc2)CC1 | -30.5% | -29.4% | · | -1.2 | 13.7 | 11.5%
Cc1ccc(/C=C2\SC(=S)N(CC3CCCO3)C2=O)o1 (stereo unspecified) | 3.98µM* | -29.8% | 17.7µM* | 1.3 | 8.5 | ?
COCn1c(-c2ccccc2)nc2ccccc21 | -0.4% | 7.5% | -4.7% | -1.5 | 24.6 | 33.6%[activator]
O=C(N/N=C/c1sc(N2CCOCC2)nc1-c1ccccc1)c1ccccc1Cl | 6.6% | 10.4µM* | 0.2% | 1.6 | 11.1 | ?
COc1ccc(S(=O)(=O)N2CCCC2CNC(=O)C(=O)NC2CC2)cc1 (stereo unspecified) | -3.0% | ? | · | · | · | 2.5%
Cc1ccc(NC(=O)CSc2nc(N)cc(=O)[nH]2)cc1S(=O)(=O)N1CCOCC1 | -9.3% | 36.7%[activator] | 11.0% | 1.5 | -6.3 | -3.0%
Cc1ccc(Cn2nnc3c(=O)[nH]c(C4CCCN(S(=O)(=O)c5ccccc5)C4)nc32)cc1 (stereo unspecified) | -12.7% | · | -0.2% | -0.2 | -13.2 | ?
CCc1nnc(NC(=O)CSc2nc3cccnc3n2C2CCCCC2)s1 | -0.6% | ? | -17.0% | -2.2 | -13.6 | ?
Cc1nn(-c2ccccn2)c2c1C(c1ccsc1)C1=C(CCCC1=O)N2 (stereo unspecified) | -20.9% | ? | -6.0% | -3.8 | -38.8 | -31.2%

From PubChem BioAssay
